High-throughput results (PubChem BioAssay)
4-MU autofl: qHTS Assay for Spectroscopic Profiling in 4-MU Spectral Region; compound autofluorescence, 340/450 nm, 4-MU equivalents; active compounds read high; max dye-equivalent concentration, M; hit rate 11% among 59,000; in the data active means max dye-equivalent concentration above about 10 nM; inconclusive means mostly about 1.1 nM to 9.6 nM
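Intrinsic fluorescence at 340/450 nm (ex/em) was read after 15 min at room temperature in pH 8.0, 100 mM Tris. Each compound concentration expressed as 4-MU-equivalent concentration from a six-point 4-MU standard series on each plate.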
Caspase-7 inhib: qHTS Assay for Allosteric/Competitive Inhibitors of Caspase-7; recombinant caspase-7, Ac-DEVD-AFC fluorescence rate; hit rate 0.02% among 75,000; AID 889, 2007; Potency, µM (titrated, usually from 57.5 µM), without a hit: at the highest dose activity change, negative = inhibition, hits mostly inhibitors; active means well fitted inhibition curve with a large enough effect in the main read-out, with a control signal flat, not every such curve was filed as active; inconclusive means small, poorly fitted or top-dose-only effect, or a change in a side signal; further: potency means the concentration at half of the fitted maximal effect; % of control where 0% means no effect
Target sequence (P55210 24-198 limits assumed): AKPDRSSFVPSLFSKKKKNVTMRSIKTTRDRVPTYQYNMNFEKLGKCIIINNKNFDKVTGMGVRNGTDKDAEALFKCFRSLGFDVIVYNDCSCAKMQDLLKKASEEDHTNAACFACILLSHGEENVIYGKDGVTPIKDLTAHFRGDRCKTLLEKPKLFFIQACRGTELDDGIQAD
Target sequence (P55210 207-303 limits assumed): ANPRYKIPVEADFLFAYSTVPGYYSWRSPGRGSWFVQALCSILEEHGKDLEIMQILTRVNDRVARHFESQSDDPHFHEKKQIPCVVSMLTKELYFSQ
ERK AVP inh: qHTS Assay for Inhibitors of the ERK Signaling Pathway using a Homogeneous Screening Assay | AID 995, 2007 | hit rate 0.99% among 72,000 | HEK293-V1b, vasopressin-stimulated pERK AlphaScreen | Potency, µM (titrated, usually from 57.5 µM), for inactives: top-dose activity, negative = inhibition, actives largely listed as inhibitors; further: potency means the concentration at half of the fitted maximal effect; on the % scale 0 is the no-effect control and ±100 the full control effect; nearly all actives have a fitted effect of over 55% in size
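qHTS, compounds titrated on V1b-expressing HEK293 cells. Preincubation 30 min at 37C, vasopressin 25 nM for 5 min, lysis 10 min, bead incubation 5 hr at room temperature.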
A350 fluor: qHTS Assay for Spectroscopic Profiling in A350 Spectral Region; Compound autofluorescence, 340/450 nm, Alexa 350 dye-equivalents; active compounds read high; max dye-equivalent concentration, M; hit rate 11% among 59,000; AID 590, 2007; in the data active means max dye-equivalent concentration above about 10 nM; inconclusive means mostly about 1.1 nM to 9.6 nM
Fluorescein autfl: qHTS Assay for Spectroscopic Profiling in Fluorescein Spectral Region | Compound autofluorescence, 480/540 nm, fluorescein-equivalent; active compounds read high | max fluorescein-equivalent concentration, M | hit rate 0.91% among 59,000 | AID 593, 2007; in the data active means max fluorescein-equivalent concentration above about 10 nM; inconclusive means between about 1.1 nM and that limit
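In this qHTS profile, compound fluorescence was measured with a 480 nm/540 nm filter pair following a 15-min room-temperature incubation in 100 mM Tris (pH 8.0). A six-point fluorescein series on each plate served for normalization.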
FLuc inh: qHTS Assay for Inhibitors of Firefly Luciferase; Potency, µM (series often up to 57.1 µM), inactives show top-dose activity change, negative = inhibition, usual class: inhibitors; purified firefly luciferase, luminescence, 8 min; Luciferin 4-monooxygenase (Photinus pyralis), P08659; hit rate 2.2% among 72,000; further: potency means the concentration at half of the fitted maximal effect; on the % scale 0 is the no-effect control and ±100 the full control effect; nearly all actives have a fitted effect of over 40% in size
Target sequence (P08659 whole entry, looked up): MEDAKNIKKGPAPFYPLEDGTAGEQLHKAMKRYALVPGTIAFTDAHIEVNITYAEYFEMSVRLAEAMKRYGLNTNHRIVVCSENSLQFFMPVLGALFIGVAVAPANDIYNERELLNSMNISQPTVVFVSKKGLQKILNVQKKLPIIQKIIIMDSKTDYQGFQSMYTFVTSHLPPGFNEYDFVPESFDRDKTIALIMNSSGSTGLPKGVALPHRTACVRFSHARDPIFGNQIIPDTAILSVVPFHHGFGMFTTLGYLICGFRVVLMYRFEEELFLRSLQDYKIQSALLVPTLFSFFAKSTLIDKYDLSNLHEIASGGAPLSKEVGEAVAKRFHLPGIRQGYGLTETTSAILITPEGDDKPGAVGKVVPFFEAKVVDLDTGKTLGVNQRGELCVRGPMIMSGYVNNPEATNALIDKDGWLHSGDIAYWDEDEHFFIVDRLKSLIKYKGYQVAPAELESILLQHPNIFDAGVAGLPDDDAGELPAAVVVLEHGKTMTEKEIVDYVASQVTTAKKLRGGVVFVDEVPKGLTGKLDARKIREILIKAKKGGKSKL
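Luminescence read-out after 8 min at room temperature; enzyme reaction used luciferin plus 10 uM ATP (linear range) in imidazole buffer pH 7.2 with KCl, MgCl2, Tween 20 and BSA. Each sample was run as a titration.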
Tau fil binding: qHTS Assay for Tau Filament Binding | hit rate 2% among 71,000 | Microtubule-associated protein tau (Homo sapiens), P10636 | Potency, µM (doses to about 57.1 µM), for the others: top-dose activity change, negative = inhibition | recombinant tau filaments, thioflavin S fluorescence, 15 h; filaments grown with octadecylsulfate alongside compound;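 further: potency means the concentration at half of the fitted maximal effect; on the % scale 0 is the no-effect control and ±100 the full control effect; actives lower thioflavin S fluorescence by blocking filaments or displacing dye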
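Recombinant tau protein (human, 1 uM final) plus 30 uM ODS in HEPES pH 7.4 with NaCl, DTT and thioflavine S. Compound present from the start; fluorescence at 510 nm after 15 h, 37 C.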
TexasRed autofl: qHTS Assay for Spectroscopic Profiling in Texas Red Spectral Region; Compound fluorescence, Texas Red channel, 547/618 nm; active compounds read high; max dye-equivalent concentration, M; hit rate 0.06% among 59,000; AID 587, 2007; in the data active means max dye-equivalent concentration above about 10 nM; inconclusive means between about 1.1 nM and that limit
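Fluorescence at ex 547/em 618 nm, normalized against an on-plate Texas Red standard series to give dye-equivalent concentration per compound concentration. Buffer 100 mM Tris, pH 8.0; 15 min RT incubation before CCD imaging.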
Caspase-1 inhib: qHTS Assay for Allosteric/Competitive Inhibitors of Caspase-1; Potency, µM (series often up to 57.5 µM), for inactives: at the highest dose activity change, negative = inhibition, usual class: inhibitors; hit rate 0.03% among 75,000; AID 900, 2007; P29466; Caspase-1 enzyme, Ac-WEHD-AFC fluorogenic rate;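 further: potency means the concentration at half of the fitted maximal effect; plate controls were vehicle for no effect and no substrate for full effect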
Rhodamine autofl: qHTS Assay for Spectroscopic Profiling in Rhodamine Spectral Region; Rhodamine-region fluorescence, 547/598 nm, Tris buffer; active compounds read high; hit rate 0.05% among 59,000; max dye-equivalent concentration, M; in the data active means max dye-equivalent concentration above about 11 nM; inconclusive means between about 1.1 nM and that limit
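A six-point rhodamine series on each plate calibrates the signal. Compounds sit in 100 mM Tris (pH 8.0) for 15 min at ambient temperature before imaging through 547 nm/598 nm filters.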
HEK293 cAMP cs: qHTS Assay for Agonists of the Thyroid Stimulating Hormone Receptor: Activators of Intracellular cAMP Concentrations in Parental HEK 293. parental HEK293 CNG cAMP sensor, membrane potential fluorescence. AID 938, 2007. hit rate 2.5% among 73,000. Potency, µM (series often up to 57.1 µM), inactives show top-dose activation, most hits filed as activators; further: potency means the concentration at half of the fitted maximal effect; % of control where 0% means no effect; nearly all actives have a fitted effect of over 55% in size
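Counterscreen for endogenous-receptor signalling: CNG-channel HEK 293 cells report cAMP rise by membrane depolarization. After 60 min dye equilibration with 100 uM RO 20-1724, compounds incubated 30 min before bottom-read fluorescence at 590 nm.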
* = called active by the depositor; i = inactive; ? = inconclusive; · = not tested or not shown; [ ] = dose if it differs, or a comment. Unless noted, the call rests on the fitted dose curve; in most records, active means well fitted curve in the direction sought with a large enough effect; inconclusive means small, poorly fitted or top-dose-only effect, or another doubt; inactive means no such curve, though single readings can be large; an effect the other way counts as inactive or inconclusive. Only part of the results is shown, so the mix of outcomes need not match the whole.

SMILES	4-MU autofl	Caspase-7 inhib	ERK AVP inh	A350 fluor	Fluorescein autfl	FLuc inh	Tau fil binding	TexasRed autofl	Caspase-1 inhib	Rhodamine autofl	HEK293 cAMP cs
N#Cc1cc2c(nc1SCC(=O)Nc1sc3c(c1C#N)CCC3)CCCCC2	i	-5%	-6%	i	i	1%	28%	i	-6%	i	3%
COc1ccc(N(C)C(=O)CC2(CC(=O)O)CCCCC2)cc1	i	1%	26%	i	?	2%	-1%	i	1%	i	3%
CCOC(=O)CCSc1nnc(-c2cccnc2)n1-c1ccccc1OC	?	0%	8%	?	i	2%	7%	i	0%	i	18%
Cc1occc1C(=O)Nc1cc(=O)n(C)c(=O)n1C	i	0%	-5%	i	?	-1%	-1%	?	-2%	i	-7%
COCCn1nnnc1CN(CCc1ccccc1)Cc1cc2ccc(C)cc2[nH]c1=O	i	-10%	0%	i	?	3%	30%	?	-6%	i	25%
CCn1nnnc1-c1ccc(OC)c(S(=O)(=O)NCCc2ccccc2)c1	·	0%	12%	·	·	4%	3%	·	-1%	·	13%
Cc1cc(C)nc(SCc2nnc(SCC(=O)Nc3nccs3)n2Cc2ccco2)n1	i	-1%	-13%	i	i	-1%	4%	?	2%	i	?
CN(C)c1cccc(NC(=O)CCc2ccccc2)c1	i	1%	11%	i	?	-16%	-22%	i	2%	i	-26%
CC(C)=CCNc1ncnc2c1c(C#N)cn2[C@H]1O[C@@H](CO)[C@@H](O)[C@@H]1O	i	-3%[11.5 µM]	5%[11.5 µM]	i	i	4%[11.4 µM]	1%[11.4 µM]	i	1%[11.5 µM]	i	-4%[11.4 µM]
O=C(CN1C(=O)CSC1=O)Nc1ccc(C(=O)O)cc1	i	2%	-4%	i	i	2%	5%	i	0%	i	3%
COc1cccc(C(=O)N(Cc2ccc(N(C)C)cc2)C2CCS(=O)(=O)C2)c1 (stereo not given)	i	-1%	-4%	?	i	2%	-7%	?	-2%	i	0%
COCCn1c(=O)[nH]c2cc(C(=O)NCCN3CCN(c4ccccc4F)CC3)ccc2c1=O	2.8e-08M*	2%	8%	2.5e-08M*	i	2%	-4%	i	-2%	i	6%
c1nc(NC2CCNCC2)c2cc(-c3ccc4c(c3)OCO4)ccc2n1	i	0%	41%[activator]	i	i	0%[2.29 µM]	127%	i	-1%	i	?
CCc1ccccc1NC(=O)N1C2CCCC1CC(NC(C)=O)C2 (stereo not given)	i	3%	18%	?	i	0%	-3%	i	-1%	i	3%
COC(=O)CSc1ncnc2c1cnn2Cc1ccccc1	i	-2%	7%	i	i	-1%	-7%	i	-2%	i	8%
CCS(=O)(=O)N1CCN(C(=O)c2cccc(OC)c2)CC1	·	0%	-11%	·	·	1%	14%	·	0%	·	-9%
CC(=O)c1cccc(N(CC(=O)N2CCCC2)S(C)(=O)=O)c1	i	1%	-5%	i	i	0%	9%	i	0%	i	-4%
CCOC(=O)N1CCN(C(=O)CN(C2CCCCC2)S(=O)(=O)c2ccc(F)cc2)CC1	·	-1%	-18%	·	·	1%	-1%	·	-3%	·	8%
O=C(O)CN1CCN(Cc2ccccc2Cl)C1=O	i	-1%	-9%	i	?	2%	6%	i	-1%	i	6%
COc1cc(C2c3c(oc4ccc(Cl)cc4c3=O)C(=O)N2Cc2ccco2)cc(OC)c1OC (stereo not given)	i	-3%	-1%	i	?	4%	-8%	i	0%	i	-6%
COc1ccc(OC)c(-c2cc(C(=O)N3CCN(c4ncccn4)CC3)c3ccccc3n2)c1	?	-6%	-30%	?	i	0%	-18%	i	-5%	i	5%
COc1ccc(NC(=O)CN2CCN(S(=O)(=O)c3ccc(Cl)cc3)CC2)cc1	i	-4%	28%	i	i	1%	-6%	i	0%	i	5%
O=C(CSC1=NCCS1)Nc1ccc(S(=O)(=O)N2CCCCCC2)cc1	i	-2%	-6%	i	i	1%	6%	i	0%	i	-5%
COc1ccccc1CNC(=O)CNCC1CCCO1 (stereo not given)	?	0%	5%	?	i	2%	-7%	i	1%	i	10%
COc1ccc(NC(=O)c2cccc(NC(=O)c3ccco3)c2)c(OC)c1	·	-1%	-16%	·	·	-17%	12%[11.4 µM]	·	-1%	·	?
Continued:
SMILES	4-MU autofl	Caspase-7 inhib	ERK AVP inh	A350 fluor	Fluorescein autfl	FLuc inh	Tau fil binding	TexasRed autofl	Caspase-1 inhib	Rhodamine autofl	HEK293 cAMP cs
C=CCc1c(C)nc(SCc2nc3ccccc3c(=O)[nH]2)[nH]c1=O	·	0%	19%	·	·	2%	1%	·	-3%	·	14%
O=C(C1CCN(S(=O)(=O)N2CCOCC2)CC1)N1CCN(Cc2ccccc2)CC1	i	-1%	7%	i	i	0%	-16%	?	3%	i	-5%
CCC(=O)Nc1ccccc1N1CCN(S(C)(=O)=O)CC1	i	1%	-23%	?	?	1%	-7%	i	-2%	i	13%
Cn1c(=O)c2c(nc(N3CCCCCC3)n2CC(O)COc2ccccc2)n(C)c1=O (stereo not given)	i	1%	-13%	i	i	4%	3%	i	1%	i	14%
CN1CCN(C(=O)c2ccc(C3SCC(=O)N3Cc3ccco3)cc2)CC1 (stereo not given)	i	1%	1%	i	i	0%	-16%	?	-3%	i	-2%
O=C(COc1ccccc1)NCCc1cn2ccsc2n1	·	2%	·	·	·	0%	2%	·	-6%	·	25%
CCOC(=O)c1c(C)c(C(=O)NCCN2CCOCC2)c(C)n1CC	i	1%	-16%	i	i	1%	6%	i	2%	i	1%
CCc1ccc(C2CC(c3ccc(C)cc3)Nc3nc(N)nn32)cc1 (stereo not given)	·	-4%	-12%	·	·	1%	-1%	·	-5%	·	19%
CCOC(=O)N1CCN(Cc2cc(=O)oc3cc4c(cc23)CCC4)CC1	?	-2%	29%	?	i	2%	5%	i	-2%	i	8%
O=C(c1ccccc1-c1nc2ccccc2[nH]1)N1CCCCC1	i	1%	-5%	?	?	0%	-2%	i	2%	i	0%
CC(C)CN1CC2(CCN(S(=O)(=O)c3ccccc3)CC2)C1	i	0%	-11%	i	i	1%[11.4 µM]	4%	i	0%	i	24%
Cc1cccc(OCc2nc(C)cc(=O)[nH]2)c1	i	·	·	i	i	1%[25.5 µM]	·	i	·	i	·
O=C1/C(=C/c2cccnc2)SC(=S)N1Cc1ccco1	i	0%[11.5 µM]	26%[11.5 µM]	i	?	3%[11.4 µM]	-10%[11.4 µM]	i	0%[11.5 µM]	i	1%[11.4 µM]
CSCCC(NC(=O)C1CCC(C)CC1)C(=O)O (stereo not given)	i	3%	4%	i	i	1%	7%	i	0%	i	-1%
CC(C)(C)N(C=C(Cl)Cl)C(=O)NC1CCCCC1	·	0%	11%	·	·	-5%	-8%	·	-2%	·	-1%
Cn1cccc1-c1nc2ccc(NC(=O)c3ccccc3)cc2[nH]1	i	2%	?	i	i	-17%	-29%	?	-1%	i	4%
Cc1ccc(Cl)cc1-n1c(=O)cc(N2CCN(C(=O)c3ccco3)CC2)[nH]c1=O	i	1%	33%[activator]	i	i	-1%	1%	i	-2%	i	18%
Cc1ccc(Cl)cc1NC(=O)Cn1cc2c(n1)CCCC2	·	-2%	-3%	·	·	1%	-7%	·	-1%	·	29%
Cc1ccc(N=Cc2c(O)n(C)c(=O)n(C)c2=O)nc1	3e-08M*	1%	3%	2.2e-08M*	i	-2%	4%	i	2%	i	7%

Part of the list above in order of heavy-atom count, ascending:
SMILES	4-MU autofl	Caspase-7 inhib	ERK AVP inh	A350 fluor	Fluorescein autfl	FLuc inh	Tau fil binding	TexasRed autofl	Caspase-1 inhib	Rhodamine autofl	HEK293 cAMP cs
Cc1ccc(N=Cc2c(O)n(C)c(=O)n(C)c2=O)nc1	3e-08M*	1%	3%	2.2e-08M*	i	-2%	4%	i	2%	i	7%
CCC(=O)Nc1ccccc1N1CCN(S(C)(=O)=O)CC1	i	1%	-23%	?	?	1%	-7%	i	-2%	i	13%
Cn1cccc1-c1nc2ccc(NC(=O)c3ccccc3)cc2[nH]1	i	2%	?	i	i	-17%	-29%	?	-1%	i	4%

Part of the list above in another layout.
SMILES,4-MU autofl,Caspase-7 inhib,ERK AVP inh,A350 fluor,Fluorescein autfl,FLuc inh,Tau fil binding,TexasRed autofl,Caspase-1 inhib,Rhodamine autofl,HEK293 cAMP cs
Cc1ccc(N=Cc2c(O)n(C)c(=O)n(C)c2=O)nc1,3e-08M*,1%,3%,2.2e-08M*,i,-2%,4%,i,2%,i,7%
C=CCc1c(C)nc(SCc2nc3ccccc3c(=O)[nH]2)[nH]c1=O,·,0%,19%,·,·,2%,1%,·,-3%,·,14%
